# Assay outcomes deposited in PubChem BioAssay by Sanford-Burnham Center for Chemical Genomics.
# ATG4B inh: ATG4B protease inhibitors, primary screen, biochemical, fluorescence, uHTS; ATG4B cleavage of LC3-PLA2, NBD-HPC fluorescence, 1 h; AID 504462, 2011; inhibition, % at 8.33 µM; actives 0.51% (n = 340,000); in the data active = inhibition above about 40%
# MPTP block: mitochondrial permeability transition pore inhibitors, primary screen, biochemical, isolated mouse mitochondria, absorbance; inhibition, % at 10 µM; actives 1.4% (n = 360,000); Ca2+ swelling absorbance, 30 min; AID 602449, 2012;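 active = inhibition of 50% or more, scaled per plate between neutral and stimulator controls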;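 note: 0% = DMSO wells given calcium and 100% = 1 mM EGTA wells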
# * marks the source's active call; other numbers are inactive results.
smiles	ATG4B inh	MPTP block
CC1CC(C)CC(C)C(O)C(C#N)=CC=CCC(C2CCCC2C(=O)O)OC(=O)CC(O)C(C)C1 (configuration not stated)	2	0.5
c1cc2c(cc1N1CCCCC1)C1CC2CCN1 (configuration not stated)	-6	1.0
CC(=O)O[C@H]1CCC2C3CC[C@H]4[C@@H](O)[C@H](O)CC[C@]4(C)C3CC[C@@]21C (some centres not stated)	12	-0.9
N#C/C(=C\c1ccc(O)cc1)C(=O)O (tested in a mixture with another compound)	6	-4.0
COc1cc2c(cc1OC)C13CCN4C=C5CCOC6CC(=O)N2C1C6C5CC43 (configuration not stated)	-4	0.4
N#CC(C#N)=Cc1ccc(-c2ccccc2F)o1	-5	2.8
CN1CCC(N(C)c2ncnc3ccc(Br)cc23)CC1	-3	-1.7
CC1(C)NC(=S)C(C)(C)N1N=O	-1	1.4
CC1CC=CCC12C(=O)NC(=S)NC2=O (configuration not stated)	-8	-3.8
c1cc(OCCN2CC2)ccn1	-11	-0.8
Cc1cccc(C(O)(C(=O)O)c2ccccc2)c1 (configuration not stated)	6	-1.7
CCOC(=O)CC1c2ccccc2-n2nncc2CN1C (configuration not stated)	4	-0.2
O=C1NC(=O)C(=Cc2cccs2)C(=O)N1	5	-3.0
O=C1NC(=O)C(=CCc2ccccc2)C(=O)N1	-1	-1.6
c1cc2c(cc1NC1=NCCO1)CCCC2	2	0.7
c1ccc(C(CN2CCCCC2)c2ccccc2)cc1	-9	-2.4
Cc1ccc(S(=O)(=O)N2Cc3cnnn3-c3ccccc3C2C#N)cc1 (configuration not stated)	1	-0.2
CN(C)P(=O)(N(C)C)N1CC1	2	-1.3

# Reformatted with values under each structure: seven of the compounds above.
# Below each compound – ATG4B inh	MPTP block
CN1CCC(N(C)c2ncnc3ccc(Br)cc23)CC1
→ -3	-1.7
CC1CC(C)CC(C)C(O)C(C#N)=CC=CCC(C2CCCC2C(=O)O)OC(=O)CC(O)C(C)C1 (configuration not stated)
→ 2	0.5
Cc1cccc(C(O)(C(=O)O)c2ccccc2)c1 (configuration not stated)
→ 6	-1.7
c1cc2c(cc1NC1=NCCO1)CCCC2
→ 2	0.7
O=C1NC(=O)C(=CCc2ccccc2)C(=O)N1
→ -1	-1.6
O=C1NC(=O)C(=Cc2cccs2)C(=O)N1
→ 5	-3.0
N#C/C(=C\c1ccc(O)cc1)C(=O)O (tested in a mixture with another compound)
→ 6	-4.0

# Only part of the results is shown; the hit share may differ from the screen's.
